PfHsp40 rescue – restores yeast growth despite PfHsp40 toxicity. growth rescue, % at 12.5 µM. S. cerevisiae expressing PfHsp40, growth rescue, ATP luminescence. 340,000 tested, 0.68% active. AID 504582; in the data active = growth rescue above about 28%, passing the limit was not always enough; inconclusive = no clear call, values can overlap the other calls;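 note: yeast W303a lacking pdr1 and pdr3 grown in galactose medium; growth measured after three days at 30 °C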
BH1578 lux ind – inducers of Vibrio cholerae quorum light production without autoinducers. V. cholerae BH1578 lux reporter, luminescence, 6 h. activation, % at 18.7 µM. 350,000 tested, 0.16% active; in the data active = activation mostly above about 9.7%, no sharp cut-off; inconclusive = no clear call, values can overlap the other calls; inactive = mostly below about 3.7%; note: not every result past the cut was called active; inactives centre near 0; reference of the scale not given here
PriA SSB inh – inhibitors of Klebsiella pneumoniae PriA binding to SSB C-terminal tail; AlphaScreen SSBct-PriA binding, biotinylated peptide; inhibition, % at 33 µM; 430,000 tested, 0.6% active; in the data active = inhibition mostly above about 37%, no sharp cut-off; inactive = mostly below about 20%;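 note: plate controls were negative control peptide for no effect and reference peptide for full effect; strong numbers were not always called active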
Anthrax LF inh2 – inhibitors of Bacillus anthracis lethal factor protease. P15917. multiplex microsphere protease cleavage assay, LF. inhibition, % at 10 µM. 360,000 tested, 0.12% active. AID 588501; note: plate controls were buffer without enzyme for full effect and enzyme alone for no effect
Target sequence (P15917 whole entry, looked up): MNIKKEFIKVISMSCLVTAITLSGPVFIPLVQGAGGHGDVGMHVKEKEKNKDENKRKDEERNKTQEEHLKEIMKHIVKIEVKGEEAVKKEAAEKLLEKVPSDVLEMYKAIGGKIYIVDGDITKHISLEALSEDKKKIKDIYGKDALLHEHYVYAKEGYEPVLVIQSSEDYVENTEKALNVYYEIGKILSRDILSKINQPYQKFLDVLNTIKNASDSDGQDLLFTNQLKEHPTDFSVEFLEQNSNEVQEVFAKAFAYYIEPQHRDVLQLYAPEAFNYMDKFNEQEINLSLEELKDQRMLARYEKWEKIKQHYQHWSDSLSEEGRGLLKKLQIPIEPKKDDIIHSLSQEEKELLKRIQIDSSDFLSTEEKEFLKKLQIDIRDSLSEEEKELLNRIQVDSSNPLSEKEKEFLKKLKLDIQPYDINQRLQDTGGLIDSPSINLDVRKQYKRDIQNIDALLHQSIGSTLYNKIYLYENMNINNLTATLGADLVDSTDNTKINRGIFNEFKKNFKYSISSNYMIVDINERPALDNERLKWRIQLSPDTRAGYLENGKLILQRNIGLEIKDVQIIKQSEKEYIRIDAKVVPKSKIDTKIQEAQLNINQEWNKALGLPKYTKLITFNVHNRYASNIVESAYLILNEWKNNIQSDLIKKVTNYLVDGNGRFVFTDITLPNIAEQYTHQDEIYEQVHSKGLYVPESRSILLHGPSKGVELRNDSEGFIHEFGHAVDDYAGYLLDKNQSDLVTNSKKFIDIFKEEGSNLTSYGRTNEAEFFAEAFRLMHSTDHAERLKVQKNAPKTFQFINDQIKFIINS
BoNT-A LC inh2 – inhibitors of Botulinum neurotoxin A light chain protease | inhibition, % at 10 µM | multiplex microsphere protease substrate cleavage, flow cytometry | 360,000 tested, 0.17% active; note: plate controls were buffer without enzyme for full effect and enzyme alone for no effect
PrPC TRFRET – cell surface PrPC inhibition, primary TR-FRET screen. inhibition, % at 13.8 µM. 370,000 tested, 0.43% active. P04156. TR-FRET read-out; in the data active = inhibition above about 24%; note: 0% = median of the test wells and 100% = reference compound wells
TcdB GH inh – blocks C. difficile toxin B glycohydrolase activity | TcdB glycohydrolase enzymatic assay, plate reader | P18177 | inhibition, % at 9.99 µM | AID 652162 | 350,000 tested, 0.24% active; in the data active = inhibition above about 10%
3CLpro inhibitor – SARS-CoV 3CLpro protease inhibition. P0C6X7. recombinant SARS-CoV 3CLpro, quenched FRET peptide cleavage. inhibition, % at 6 µM. 290,000 tested, 0.14% active. AID 1706; in the data active = inhibition above about 12%
Y pestis TopoI – inhibitors of Yersinia pestis topoisomerase I. Y. pestis Topo-I cleavage product accumulation, plate reader. 360,000 tested, 0.064% active. activity, % at 10 µM; in the data active = activity above about 50%, passing the limit was not always enough; inconclusive = no clear call, values can overlap the other calls; note: inactives centre near 2
* hit, by the source's call; i = inactive; ? = inconclusive; nt = no result given. Cut-off read from the data, not from the text of the source, unless noted: active = inhibition above about 30%; inconclusive = no clear call, values can overlap the other calls; inactive = below that. Not all compounds are listed, so the mix of outcomes need not match the whole.

SMILES	PfHsp40 rescue	BH1578 lux ind	PriA SSB inh	Anthrax LF inh2	BoNT-A LC inh2	PrPC TRFRET	TcdB GH inh	3CLpro inhibitor	Y pestis TopoI
CNC(=S)N(C)c1ccccc1	0.0	-0.3	-1	-3	-1.2	0	0.5	6	-1
Cn1cnnc1SCC(=O)c1ccc2c(c1)NC(=O)CO2	-0.5	i	-7	-2	4.0	7	0.2	nt	0
Cc1ccc(C)c(N(CC(=O)NCc2ccco2)C(=O)CNS(=O)(=O)c2ccc(F)cc2)c1	-0.2	-0.9	15	0	-0.5	3	3.7	0	31
Cc1ccc(CSc2nnc3c(n2)OC2(Nc4ccccc4-3)C(=O)Nc3ccc(F)cc32)cc1 (stereo not given)	1.9	-0.2	9	-1	1.1	-5	-0.3	2	1
CCN(c1ccccc1)S(=O)(=O)c1ccc2ccccc2c1	3.6	-0.6	-6	-10	-2.3	2	-0.6	8	21
CCc1nn(CC(=O)NCCc2ccc(OC)cc2OC)c(=O)c2cc3occc3n12	0.3	i	-5	-1	2.1	9	1.7	0	-1
COc1ccc(C(=O)NC(=S)Nc2ccccc2N2CCOCC2)cc1[N+](=O)[O-]	-0.3	0.0	-1	-3	-0.3	-8	nt	1	3
CCOC(=O)CSc1nc(C)cc(=O)[nH]1	0.0	i	-16	3	0.4	1	nt	2	1
Cc1c(F)cccc1NS(=O)(=O)c1ccccc1C#N	0.0	1.0	-10	-2	1.3	9	1.0	0	0
CN(CC(=O)NCCc1ccc(S(N)(=O)=O)cc1)c1ccccc1	-2.1	0.0	-13	-2	0.2	9	2.8	0	-15
O=C1CCNc2c(Cl)cccc21	-1.5	-0.6	2	0	-1.3	-1	0.1	2	1
COc1cccc(CC(=O)N2CCC(CCC(=O)Nc3cccc(OC)c3)CC2)c1	-0.3	-2.6	-13	-4	0.0	7	-1.7	2	6
CC(Cc1n[nH]c(=S)n1N)c1ccccc1 (stereo not given)	2.4	i	0	-11	-1.8	-1	1.8	-6	3
COc1cc(/C=N/OCC(=O)NC2CCCCC2)ccc1OCc1ccccc1	-1.1	0.1	nt	-1	-0.3	4	nt	8	5
C=C(C)CN(CC)C(=O)CC1C(=O)NCCN1Cc1c(F)cccc1Cl (stereo not given)	-0.4	-0.1	11	1	-1.4	9	0.7	2	7
Cc1ccc(S(=O)(=O)CCOC(=O)CNC(=O)OCc2ccccc2)cc1	nt	i	nt	0	-0.1	-2	0.6	nt	7
CCOC(=O)C(C(=O)OCC)N(C#N)c1nc(C)cc(C)n1	-0.3	-5.0	0	-1	0.4	0	nt	2	2
O=C(CSc1nnc(-c2ccccc2)o1)NC(=O)Cc1ccccc1	-0.4	2.9	-11	-6	0.6	-5	1.2	nt	15
COc1ccc(CNC(=O)/C(C#N)=C/c2cccc(OC)c2OC)cc1	-0.2	i	-7	4	-0.1	1	-0.3	3	0
CCCNC(=O)C1(C)CCN(C(=O)C2(c3ccc(Cl)cc3)CCCC2)C1 (stereo not given)	nt	-0.5	nt	1	0.1	0	0.0	nt	15

Among those listed so far, 10 have a carbonyl joined to an NH by a bond outside any ring.
SMILES	PfHsp40 rescue	BH1578 lux ind	PriA SSB inh	Anthrax LF inh2	BoNT-A LC inh2	PrPC TRFRET	TcdB GH inh	3CLpro inhibitor	Y pestis TopoI
Cc1ccc(C)c(N(CC(=O)NCc2ccco2)C(=O)CNS(=O)(=O)c2ccc(F)cc2)c1	-0.2	-0.9	15	0	-0.5	3	3.7	0	31
CCc1nn(CC(=O)NCCc2ccc(OC)cc2OC)c(=O)c2cc3occc3n12	0.3	i	-5	-1	2.1	9	1.7	0	-1
COc1ccc(C(=O)NC(=S)Nc2ccccc2N2CCOCC2)cc1[N+](=O)[O-]	-0.3	0.0	-1	-3	-0.3	-8	nt	1	3
CN(CC(=O)NCCc1ccc(S(N)(=O)=O)cc1)c1ccccc1	-2.1	0.0	-13	-2	0.2	9	2.8	0	-15
COc1cccc(CC(=O)N2CCC(CCC(=O)Nc3cccc(OC)c3)CC2)c1	-0.3	-2.6	-13	-4	0.0	7	-1.7	2	6
COc1cc(/C=N/OCC(=O)NC2CCCCC2)ccc1OCc1ccccc1	-1.1	0.1	nt	-1	-0.3	4	nt	8	5
Cc1ccc(S(=O)(=O)CCOC(=O)CNC(=O)OCc2ccccc2)cc1	nt	i	nt	0	-0.1	-2	0.6	nt	7
O=C(CSc1nnc(-c2ccccc2)o1)NC(=O)Cc1ccccc1	-0.4	2.9	-11	-6	0.6	-5	1.2	nt	15
COc1ccc(CNC(=O)/C(C#N)=C/c2cccc(OC)c2OC)cc1	-0.2	i	-7	4	-0.1	1	-0.3	3	0
CCCNC(=O)C1(C)CCN(C(=O)C2(c3ccc(Cl)cc3)CCCC2)C1 (stereo not given)	nt	-0.5	nt	1	0.1	0	0.0	nt	15

(further entries)
SMILES	PfHsp40 rescue	BH1578 lux ind	PriA SSB inh	Anthrax LF inh2	BoNT-A LC inh2	PrPC TRFRET	TcdB GH inh	3CLpro inhibitor	Y pestis TopoI
CCN(CC(=O)Nc1ccccc1OC)C(=O)C1CC2C=CC1C2 (stereo not given)	-1.9	-0.7	-19	?	nt	-2	nt	-4	3
COc1ccc(S(=O)(=O)N2c3ccccc3OCC2C(C)(C)C)cc1 (stereo not given)	-0.2	1.8	-8	-4	0.1	4	1.3	8	4
CN(C)c1ncnc2c1C(c1ccccc1)C(C)(C)O2 (stereo not given)	0.0	i	-9	-5	-0.2	3	0.0	nt	5
COC(=O)c1sc(NC(=O)c2cc3c(s2)CCCC3)nc1C	2.4	2.7	-12	0	-4.4	4	nt	3	-10
CC(C/C=N/NC(=O)COc1cc(Cl)ccc1Cl)c1ccccc1 (stereo not given)	0.1	5.6	nt	0	-0.3	-2	nt	3	-3
CCn1cc(CN2CCC(n3nccc3NC(=O)Cc3ccccc3)CC2)cn1	0.6	i	-3	-6	-8.2	-4	-1.1	-3	-1
COc1cccc(C(=O)COC(=O)C(C)N2C(=O)C3C4C=CC(C4)C3C2=O)c1 (stereo not given)	-1.4	-0.8	-11	1	0.9	1	nt	2	3
NC(=O)c1ccc(CN2CCc3ccccc3C2)cc1	0.0	i	-1	1	0.8	4	-0.4	-2	2
Cn1c(=O)[nH]c(=O)c2c1nc(NCCCO)n2Cc1ccc(F)cc1	0.0	i	-15	0	-0.4	-6	nt	2	-2
COc1ccc(CC(=O)OCC(=O)Nc2cccc(Cl)c2)cc1	2.6	-0.7	-2	-3	-0.1	9	2.5	-1	10
COc1cccc(CNC(=O)CCCn2nc(C)c3c(C)n(-c4ccc(C)cc4)nc3c2=O)c1OC	-0.8	-0.4	-3	0	0.5	7	0.7	-2	15
CC(C)CCNCC1OCc2ccccc2CO1	-2.1	i	4	0	-0.3	-7	nt	4	1
O=C(C1CCN(S(=O)(=O)c2ccc(Cl)cc2)CC1)N1CCC1	nt	i	1	-4	-5.4	4	1.9	nt	2
O=C(Nc1ccnn1C1CCN(Cc2c(F)cccc2Cl)CC1)C1CCCC1	0.1	6.2	2	-2	0.2	2	2.0	-3	21
O=C(CCS(=O)(=O)c1ccccc1)Nc1nncs1	-0.6	-0.4	-3	-3	2.4	-2	0.7	1	-1
CC(=O)COC(=O)c1cccc(N2C(=O)C3C4C=CC(C4)C3C2=O)c1 (stereo not given)	-0.9	-0.4	-6	-7	-0.6	-1	0.5	-2	-4
CCCCNC(=O)c1cc(-c2ccc3c(c2)OCO3)on1	-2.2	i	0	-10	0.1	4	0.4	-1	5
Nn1cnnc1N/N=C/c1ccc(Cl)cc1Cl	-0.1	0.9	nt	-2	-4.6	-13	-0.6	4	3
COC(=O)c1c(C)[nH]c(C)c1C(C)=O	-0.1	i	5	nt	nt	5	0.5	-2	-1
CC(C)=CC(=O)Nc1ccc(Br)cc1	2.3	1.5	-29	-1	-0.2	5	4.2	-3	-11
CC(C)Cn1nc(C(=O)Nc2cccc(S(=O)(=O)N3CCCC3)c2)c2ccccc2c1=O	0.7	i	-1	-3	-0.2	4	-0.1	nt	16
CC(=O)Nc1ccc(CN2C(=O)C(C)ON=C2c2ccccc2-c2ccco2)cc1 (stereo not given)	nt	-0.4	nt	-2	-0.2	-5	-1.6	nt	14
Cc1ccc(CN2CC(C(=O)O)CC2=O)cc1 (stereo not given)	-1.6	-0.4	-13	?	0.9	-5	nt	5	6
O=C(Nc1cccc(-c2cn3cccnc3n2)c1)Nc1ccccc1F	0.6	-0.5	-10	-3	-0.1	-12	-0.2	1	9
CCOC(=O)C(CCCCCCP(=O)(c1ccccc1)c1ccccc1)NC(C)=O (stereo not given)	1.6	-0.2	-9	3	-4.5	4	5.3	0	6
O=c1oc(CCO)cc2ccc(-c3ccc4[nH]ccc4c3)cc12	2.5	-0.6	-5	-1	-0.7	-4	-0.3	nt	19
CC(=O)N(C)[C@H]1C[C@@H](c2ccccc2)N(C(C)=O)C[C@H]1CO	nt	nt	nt	-10	1.0	-1	-0.6	nt	nt
CCN(CC)CCCN1C(=O)C(O)=C(C(=O)c2ccco2)C1c1ccc(OC(C)C)cc1 (stereo not given)	0.1	-0.3	-5	2	-0.8	-3	nt	3	4
CSc1cccc(CN2CCC(CCC(=O)NC3CC3)CC2)c1	1.5	-0.7	-12	0	-4.0	-8	1.3	-4	-5
Cc1ccc(S(=O)(=O)N2CCN(CC(=O)NC(=O)NCc3ccccc3)CC2)cc1C	1.2	i	-8	-7	0.2	-15	0.9	3	3
FC(F)(F)c1ccc(N2CCN(c3cc(-c4ccccc4)nc4ncnn34)CC2)nc1	0.0	-0.5	-8	-5	-0.9	-3	nt	5	-10
CC(C)(C)c1ccc(NC(=O)CSc2n[nH]c(=O)n2C2CC2)cc1	0.9	-0.6	0	-1	0.8	-4	0.8	nt	6
CC1(C)NC(=O)N(CCCCSc2ccc(Cl)cc2)C1=O	0.2	-0.3	-13	?	-0.2	2	nt	-4	10
COCCNC(=S)N/N=C(\C)c1cc2ccccc2o1	0.7	-3.7	nt	0	-0.8	-14	1.5	1	4
CCOCCCNC(=O)Cc1ccc(-n2c(CC)nc3cccnc32)cc1	-0.3	i	1	-4	-1.7	1	-8.0	0	-8
O=C(COC(=O)C1COc2ccccc2O1)Nc1ccc2c(c1)CCC2 (stereo not given)	3.2	-1.4	-21	1	0.0	-1	nt	2	3
COc1cc(C#N)ccc1OCC(=O)N1CCc2ccccc2C1	-0.7	-0.6	4	16	-1.5	2	-4.2	-4	1
O=C(NCC(=O)N1CCCC(C(F)(F)F)C1)c1ccc(Br)o1 (stereo not given)	0.4	-2.4	-7	-2	0.1	-4	0.3	nt	4
CCOc1ccc(CCNC(=O)c2nnn(CC(=O)Nc3c(C)cc(C)cc3C)c2N)cc1OCC	1.2	-0.5	-2	-3	-0.8	-4	-2.8	6	15
Cc1cccc(C(=O)NCc2nnc(SCc3ccc(F)cc3)n2C)c1	-0.7	-0.2	-6	2	0.4	-1	1.1	0	-12

Source: PubChem
